Compound activity: PubChem BioAssay, The Scripps Research Institute Molecular Screening Center
GPR151 ag – activates the human receptor GPR151; PathHunter beta-arrestin GPR151 cells, luminescence; Q8TDV0; 650,000 compounds, 1% hits; activation, % at 11.2 µM; in the data active = activation above about 4.9%;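 note: 0% = median of compound wells and 100% = cells with positive control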
Target sequence (Q8TDV0 whole entry, looked up): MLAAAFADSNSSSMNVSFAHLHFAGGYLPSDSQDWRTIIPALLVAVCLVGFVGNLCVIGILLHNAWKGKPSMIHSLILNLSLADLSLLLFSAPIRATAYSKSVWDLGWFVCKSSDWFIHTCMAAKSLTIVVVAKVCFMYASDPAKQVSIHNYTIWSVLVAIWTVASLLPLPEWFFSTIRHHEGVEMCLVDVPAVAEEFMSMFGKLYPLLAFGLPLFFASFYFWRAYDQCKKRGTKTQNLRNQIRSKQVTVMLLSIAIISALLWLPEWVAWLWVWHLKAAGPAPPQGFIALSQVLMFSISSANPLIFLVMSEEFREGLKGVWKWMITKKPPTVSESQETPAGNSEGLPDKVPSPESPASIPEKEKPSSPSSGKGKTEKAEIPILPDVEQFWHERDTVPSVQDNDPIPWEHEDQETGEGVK
TEAD-YAP block – TEAD-YAP interaction inhibition | 640,000 compounds, 1.4% hits | inhibition, % at 9.12 µM | HEK-TIYL cells, TEAD-Gal4/YAP UAS-luciferase luminescence | AID 1259422; in the data active = inhibition above about 32%;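 note: 0% = median of test compound wells and 100% = reference inhibitor wells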
MITF primary – inhibitors of human MITF; O75030; 650,000 compounds, 0.91% hits; inhibition, % at 2.6 µM; AlphaScreen MITF homodimerization, bead proximity signal; in the data active = inhibition above about 50%;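 note: 0% = vehicle wells with protein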
Target sequence (O75030 whole entry, looked up): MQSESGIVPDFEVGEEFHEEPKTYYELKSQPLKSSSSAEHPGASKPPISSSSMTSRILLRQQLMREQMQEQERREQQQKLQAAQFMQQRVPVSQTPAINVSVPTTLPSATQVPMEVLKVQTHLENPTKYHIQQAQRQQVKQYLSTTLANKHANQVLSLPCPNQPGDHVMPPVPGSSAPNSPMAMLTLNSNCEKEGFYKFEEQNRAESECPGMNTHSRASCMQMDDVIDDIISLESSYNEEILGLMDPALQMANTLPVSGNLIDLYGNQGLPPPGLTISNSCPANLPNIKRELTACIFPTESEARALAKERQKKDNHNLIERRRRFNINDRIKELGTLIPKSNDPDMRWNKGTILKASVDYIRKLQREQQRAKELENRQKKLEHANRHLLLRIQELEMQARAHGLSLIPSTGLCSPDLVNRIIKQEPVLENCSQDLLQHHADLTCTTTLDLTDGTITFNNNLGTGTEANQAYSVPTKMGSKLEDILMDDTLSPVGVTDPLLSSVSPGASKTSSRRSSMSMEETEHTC
FBW7 activator – human FBW7 E3 ligase activation, primary screen; Q969H0; AlphaScreen FBW7–phospho-cyclin E peptide binding, activator screen; normalized activity (activation), % at 26.1 µM; 650,000 compounds, 0.13% hits; AID 1259310; in the data active = normalized activity above about 1.9%;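 note: purified mutant Fbw7 with reduced substrate affinity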
* hit, by the source's call.

For Cc1c(NC(=O)C(C)Oc2c(F)c(F)cc(F)c2F)c(=O)n(-c2ccccc2)n1C (stereo not drawn) the results were GPR151 ag 0.5, TEAD-YAP block -3, MITF primary -7 and FBW7 activator -0.1.
CCCOc1ccc(Cl)cc1/C=C1\SC(NC(C)=O)=NC1=O was read as GPR151 ag -0.2, TEAD-YAP block -6, MITF primary -12 and FBW7 activator 0.0.
For COc1ccccc1NC(=O)c1sc2ncnc(N3CCCCC3C)c2c1C (stereo not drawn) the results were GPR151 ag 1.9, TEAD-YAP block 1, MITF primary 2 and FBW7 activator -0.2.
Screening O=C(Nc1nnc(SCc2ccccc2)s1)C1CC1 returned GPR151 ag 1.0, TEAD-YAP block -57, MITF primary 4 and FBW7 activator -0.1.
For CNC(=O)CSc1nc2ccccc2s1 the results were GPR151 ag -1.2, TEAD-YAP block 2, MITF primary 9 and FBW7 activator 0.1.
For Cc1ccc(NC(=O)N2CCOCC2)c([N+](=O)[O-])c1 the results were GPR151 ag -0.7, TEAD-YAP block -10, MITF primary -1 and FBW7 activator -0.1.
Screening COc1cc(C(=O)NC(C)c2ccccc2)cc(OC)c1OC (stereo not drawn) returned GPR151 ag 0.7, TEAD-YAP block -7, MITF primary -7 and FBW7 activator -0.1.
For Cc1cc(C)n2nc(C(=O)Nc3nc(-c4ccc(Cl)cc4Cl)cs3)nc2n1 the results were GPR151 ag -0.8, TEAD-YAP block 3, MITF primary -4 and FBW7 activator 0.1.
`CCOc1ccc(N(C)S(=O)(=O)c2ccc3[nH]cc(C(=O)N4CCCCC4CC)c(=O)c3c2)cc1` (stereo not drawn) gave GPR151 ag 0.4, TEAD-YAP block 10, MITF primary 20 and FBW7 activator 0.6.
Screening N#C/C(=C\Nc1ccc(Cl)cc1)C(N)=O returned GPR151 ag -0.7, TEAD-YAP block -8, MITF primary 8 and FBW7 activator 0.0.
Screening O=C(NC1CCCC1)C(c1ccncc1)N(C(=O)c1csnn1)c1ccc(F)cc1 (stereo not drawn) returned GPR151 ag 0.6, TEAD-YAP block -8, MITF primary -7 and FBW7 activator 0.0.
CCOc1ccccc1NC(=S)NCCCn1ccnc1 was read as GPR151 ag -0.6, TEAD-YAP block 3, MITF primary -3 and FBW7 activator -0.1.
For O=C(NCc1ccccc1)c1ccc2c(=O)n(-c3ccccc3)c(=S)[nH]c2c1 the results were GPR151 ag 1.7, TEAD-YAP block 9, MITF primary 16 and FBW7 activator 0.1.
CC(=O)c1ccc(NC(=O)COc2cccc3ccc(N4CCCC(C)C4)nc23)cc1 (stereo not drawn) was read as GPR151 ag 1.1, TEAD-YAP block 2, MITF primary 8 and FBW7 activator 0.0.
For COc1ccc2c(c1)C(=O)C(C1(O)C(=O)Nc3ccccc31)CC2 (stereo not drawn) the results were GPR151 ag -0.2, TEAD-YAP block -3, MITF primary -6 and FBW7 activator 0.0.
`CN(C)c1cccc(Nc2nc(NCCCN3CCCC3=O)c3[nH]cnc3n2)c1` gave GPR151 ag 1.1, TEAD-YAP block 6, MITF primary 0 and FBW7 activator -0.3.
`O=C(Nc1cccc(O)c1)c1cccc(N2C(=O)c3cccc([N+](=O)[O-])c3C2=O)c1` gave GPR151 ag -1.3, TEAD-YAP block 29, MITF primary 0 and FBW7 activator 0.4.
Screening Cc1ccc2c(c1)-c1c(cnn1CC(=O)N1CCCN(Cc3ccccc3F)C1)CO2 returned GPR151 ag -0.5, TEAD-YAP block 9, MITF primary -15 and FBW7 activator 0.0.
COC(=O)c1cccc(OCc2cc(C(C)=O)ccc2OC)c1 was read as GPR151 ag -0.5, TEAD-YAP block 20, MITF primary 0 and FBW7 activator -0.1.
O=S(=O)(NCC1CCCN(Cc2ccccc2)C1)c1cccc2cccnc12 (stereo not drawn) was read as GPR151 ag 1.3, TEAD-YAP block 4, MITF primary -4 and FBW7 activator 0.0.
Screening Fc1cccc(Cl)c1Cc1noc(-c2cccs2)n1 returned GPR151 ag 4.8, TEAD-YAP block -28, MITF primary 1 and FBW7 activator -0.1.
Cc1ccc(C(C)N2CCN(S(=O)(=O)c3ccc4c(c3)OCCO4)CC2)cc1C (stereo not drawn) was read as GPR151 ag 0.2, TEAD-YAP block 0, MITF primary 18 and FBW7 activator 0.0.
O=C1CCCc2c1[nH]c1ccc(Cl)cc21 was read as GPR151 ag 1.3, TEAD-YAP block 1, MITF primary -4 and FBW7 activator -0.2.
For O=C(/C=C/c1cccc(Cl)c1)Nn1c(-c2ccc(Br)cc2)nc2ccccc2c1=O the results were GPR151 ag 0.9, TEAD-YAP block 4, MITF primary -3 and FBW7 activator -0.1.
For CCOc1ccc(/C=C2\SC(N3CC(C)OC(C)C3)=NC2=O)cc1 (stereo not drawn) the results were GPR151 ag -0.1, TEAD-YAP block 6, MITF primary 15 and FBW7 activator 0.3.
Screening CCS(=O)(=O)C1=NN2C(=N)/C(=C\c3ccc(C)o3)C(=O)N=C2S1 returned GPR151 ag 1.8, TEAD-YAP block -5, MITF primary 0 and FBW7 activator -0.1.
CCOC(=O)c1cc(-c2ccccc2)sc1NC(=O)C(C(C)C)N1C(=O)c2ccccc2C1=O (stereo not drawn) was read as GPR151 ag 0.6, TEAD-YAP block -1, MITF primary 1 and FBW7 activator -0.1.
`O=c1oc2cc(Cl)ccc2n1CN1CCCCC1` gave GPR151 ag 0.9, TEAD-YAP block 11, MITF primary 0 and FBW7 activator -0.1.
O=C(c1cccnc1)N1CCc2ccccc21 was read as GPR151 ag 1.3, TEAD-YAP block 9, MITF primary 4 and FBW7 activator 0.0.
`Cc1ccnc(Nc2nc(-c3cccnc3)cs2)c1` gave GPR151 ag -0.4, TEAD-YAP block -53, MITF primary -2 and FBW7 activator -0.1.
For CC1(C)O[C@H]2[C@@H](O1)[C@@H](C(=O)Nc1cccc(Cl)c1)O[C@@H]1OC(C)(C)O[C@@H]12 the results were GPR151 ag -1.0, TEAD-YAP block -9, MITF primary 10 and FBW7 activator 0.2.
N#Cc1c(NC(=O)/C=C/c2ccccc2)sc2c1CCCC2 was read as GPR151 ag 1.4, TEAD-YAP block 8, MITF primary -5 and FBW7 activator -0.1.
`CCCCC(=O)N1CC(=O)Nc2ccc(C)cc2C1c1ccccc1` (stereo not drawn) gave GPR151 ag 1.6, TEAD-YAP block -8, MITF primary -13 and FBW7 activator 0.0.
`Cc1ccc(CCNC(=O)CNC(=O)c2cccs2)cc1` gave GPR151 ag 1.8, TEAD-YAP block -13, MITF primary -3 and FBW7 activator 0.4.
Screening CCOC(=O)C1CCN(c2c(Nc3cccc(C)c3)c(=O)c2=O)CC1 returned GPR151 ag 0.4, TEAD-YAP block 24, MITF primary -5 and FBW7 activator -0.1.
Screening COc1ccc(C2C(C(=O)N3CCN(c4ccccc4Cl)CC3)c3ccccc3C(=O)N2C2CCCCC2)cc1 (stereo not drawn) returned GPR151 ag -0.2, TEAD-YAP block 2, MITF primary 10 and FBW7 activator 0.6.
O=C(Cc1cn(-c2ccc(Nc3ccccc3)nn2)c2ccccc12)NC1CC1 was read as GPR151 ag -1.3, TEAD-YAP block -12, MITF primary 20 and FBW7 activator 0.2.
`Clc1ccc(CN2CCC[C@H]2c2nc3ccc(-c4ccncc4)cc3[nH]2)cc1` gave GPR151 ag -0.6, TEAD-YAP block 0, MITF primary 15 and FBW7 activator -0.9.
For COc1ccc(OC)c(C(=O)COC(=O)CCC(=O)c2ccc(Cl)cc2)c1 the results were GPR151 ag -0.7, TEAD-YAP block 0, MITF primary 10 and FBW7 activator 0.1.
Screening O=C(Nc1c2c(nn1-c1ccc(F)cc1)CSC2)c1cccc([N+](=O)[O-])c1 returned GPR151 ag 0.0, TEAD-YAP block 5, MITF primary -6 and FBW7 activator -0.1.
For CCOC(=O)COc1ccc(-c2nnn(CC(=O)Nc3ccccc3Cl)n2)cc1 the results were GPR151 ag -3.3, TEAD-YAP block 3, MITF primary -4 and FBW7 activator 0.1.
Screening O=C(Cc1ccccc1)Nc1ccc2c(c1)C(=O)NC2=O returned GPR151 ag -0.5, TEAD-YAP block -1, MITF primary -1 and FBW7 activator 0.1.
Screening CC1CCCCC1NC(=O)Cn1c2ccccc2n2c(=O)n(Cc3cccnc3)nc12 (stereo not drawn) returned GPR151 ag 1.2, TEAD-YAP block 12, MITF primary 0 and FBW7 activator -0.1.
Screening C=CCn1c(SCC(=O)NC2CCCCC2)nnc1C(C)NC(=O)c1cccs1 (stereo not drawn) returned GPR151 ag 2.8, TEAD-YAP block 10, MITF primary 0 and FBW7 activator 0.1.
Screening O=C(OC1CCOC1=O)c1cccc(S(=O)(=O)N2CCCC2)c1 (stereo not drawn) returned GPR151 ag 0.0, TEAD-YAP block -2, MITF primary -1 and FBW7 activator -0.1.

Filtered by structure, the entries above containing an NH in an aromatic ring
`CCOc1ccc(N(C)S(=O)(=O)c2ccc3[nH]cc(C(=O)N4CCCCC4CC)c(=O)c3c2)cc1` (stereo not drawn) gave GPR151 ag 0.4, TEAD-YAP block 10, MITF primary 20 and FBW7 activator 0.6.
For O=C(NCc1ccccc1)c1ccc2c(=O)n(-c3ccccc3)c(=S)[nH]c2c1 the results were GPR151 ag 1.7, TEAD-YAP block 9, MITF primary 16 and FBW7 activator 0.1.
`CN(C)c1cccc(Nc2nc(NCCCN3CCCC3=O)c3[nH]cnc3n2)c1` gave GPR151 ag 1.1, TEAD-YAP block 6, MITF primary 0 and FBW7 activator -0.3.
O=C1CCCc2c1[nH]c1ccc(Cl)cc21 was read as GPR151 ag 1.3, TEAD-YAP block 1, MITF primary -4 and FBW7 activator -0.2.
`Clc1ccc(CN2CCC[C@H]2c2nc3ccc(-c4ccncc4)cc3[nH]2)cc1` gave GPR151 ag -0.6, TEAD-YAP block 0, MITF primary 15 and FBW7 activator -0.9.

Later entries:
CC1=C(C(=O)OCc2ccccc2)C(c2ccc(-c3ccccc3[N+](=O)[O-])o2)C(C(=O)OCc2ccccc2)=C(C)N1 was read as GPR151 ag 0.0, TEAD-YAP block 11, MITF primary 1 and FBW7 activator 0.3.
Cc1ccc(C23CC4CC(CC(C(=O)NN)(C4)C2)C3)cc1 was read as GPR151 ag 0.3, TEAD-YAP block -3, MITF primary -13 and FBW7 activator 0.0.
Screening COc1ccccc1CNc1c(-c2ccccc2)c(=O)c1=O returned GPR151 ag 0.7, TEAD-YAP block 20, MITF primary 0 and FBW7 activator 0.0.
CC(=O)Cn1c(CN2CCN(Cc3ccccc3)CC2)nc2c1c(=O)[nH]c(=O)n2C was read as GPR151 ag 0.3, TEAD-YAP block -4, MITF primary -2 and FBW7 activator 0.2.
Screening N#CCSc1nnc(Cc2ccccn2)o1 returned GPR151 ag 0.2, TEAD-YAP block -8, MITF primary 15 and FBW7 activator 0.6.
For CCOC(=O)c1c(CSc2ccccc2)n(C)c2cc(Br)c(OC(C)=O)cc12 the results were GPR151 ag 0.5, TEAD-YAP block -5, MITF primary -8 and FBW7 activator -0.1.
For CCOC(=O)Cc1csc(NC(=O)COc2ccc(Cl)cc2C)n1 the results were GPR151 ag 0.8, TEAD-YAP block 4, MITF primary 4 and FBW7 activator 0.1.
`COc1cc(C=C2C(=O)NC(=O)NC2=O)cc(Br)c1OCc1ccc(C)cc1` gave GPR151 ag -0.2, TEAD-YAP block 9, MITF primary 0 and FBW7 activator -0.1.
`COc1ccccc1C(=O)COC(=O)c1cccs1` gave GPR151 ag -0.5, TEAD-YAP block -10, MITF primary 21 and FBW7 activator 0.6.
Screening Cc1ccc(C(=O)OCC(=O)NC(C)(C)C)c(O)c1 returned GPR151 ag 1.9, TEAD-YAP block -4, MITF primary 0 and FBW7 activator 0.0.
`CCOc1ccc(N2C(=O)CC(NC3CCCCNC3=O)C2=O)cc1` (stereo not drawn) gave GPR151 ag -0.2, TEAD-YAP block 11, MITF primary 13 and FBW7 activator 0.0.
C(=N/Nc1nc2ccccc2o1)/c1c[nH]c2ccccc12 was read as GPR151 ag -0.2, TEAD-YAP block -69, MITF primary 5 and FBW7 activator -0.1.
Screening O=C1C=C(c2ccccc2)CC(c2cccs2)C1n1cnc([N+](=O)[O-])c1 (stereo not drawn) returned GPR151 ag 3.5, TEAD-YAP block -1, MITF primary 6 and FBW7 activator 0.0.
OCCC1CN(Cc2nc(-c3ccccc3)cs2)CCN1CCc1ccccc1 (stereo not drawn) was read as GPR151 ag -2.2, TEAD-YAP block -3, MITF primary 18 and FBW7 activator 0.1.
For Cc1ccc(NC(=O)N2CCOCC2)cc1 the results were GPR151 ag -0.8, TEAD-YAP block -3, MITF primary -11 and FBW7 activator -0.2.
Screening CCc1ccc(CN2CCCC(CO)(Cc3cccc(OC)c3)C2)o1 (stereo not drawn) returned GPR151 ag 0.9, TEAD-YAP block 2, MITF primary -10 and FBW7 activator -0.1.
CC1(C)OC(=O)N(n2cnnc2)C1(C)O (stereo not drawn) was read as GPR151 ag -1.2, TEAD-YAP block 5, MITF primary 1 and FBW7 activator 0.0.

Fetched by compound from the list above (4):
Screening N#CCSc1nnc(Cc2ccccn2)o1 returned GPR151 ag 0.2, TEAD-YAP block -8, MITF primary 15 and FBW7 activator 0.6.
`COc1cc(C=C2C(=O)NC(=O)NC2=O)cc(Br)c1OCc1ccc(C)cc1` gave GPR151 ag -0.2, TEAD-YAP block 9, MITF primary 0 and FBW7 activator -0.1.
Screening Cc1ccc(C(=O)OCC(=O)NC(C)(C)C)c(O)c1 returned GPR151 ag 1.9, TEAD-YAP block -4, MITF primary 0 and FBW7 activator 0.0.
For CCOC(=O)c1c(CSc2ccccc2)n(C)c2cc(Br)c(OC(C)=O)cc12 the results were GPR151 ag 0.5, TEAD-YAP block -5, MITF primary -8 and FBW7 activator -0.1.
